Vc quorum ag – inducers of Vibrio cholerae quorum light production without autoinducers; hit rate 0.16% among 350,000; activation, % at 18.7 µM; V. cholerae BH1578 lux reporter, luminescence, 6 h; in the data active = activation mostly above about 9.7%, no sharp cut-off; note: not every result past the cut was called active; inactives centre near 0; reference of the scale not given here
Anthrax LF prot – inhibitors of Bacillus anthracis lethal factor protease; hit rate 0.12% among 360,000; multiplex microsphere protease cleavage assay, LF; inhibition, % at 10 µM; AID 588501; in the data active = inhibition above about 30%; note: plate controls were buffer without enzyme for full effect and enzyme alone for no effect
PfHsp40 rescue – rescue of PfHsp40-mediated yeast toxicity; S. cerevisiae expressing PfHsp40, growth rescue, ATP luminescence; growth rescue, % at 12.5 µM; hit rate 0.68% among 340,000; AID 504582; in the data active = growth rescue above about 28%, passing the limit was not always enough;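 note: yeast W303a lacking pdr1 and pdr3 grown in galactose medium; growth measured after three days at 30 °C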
MazF activator – MazEF (E. coli) toxin RNase activation | P0AE70 | hit rate 0.32% among 350,000 | FAM/BHQ RNA-DNA oligo cleavage fluorescence, 5 h | AID 504720 | activation, % at 20 µM; in the data active = activation above about 50%
Target sequence (P0AE70 whole entry, looked up): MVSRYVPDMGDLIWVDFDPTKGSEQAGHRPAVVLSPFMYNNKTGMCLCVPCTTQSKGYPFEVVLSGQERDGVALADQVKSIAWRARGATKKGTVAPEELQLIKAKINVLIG
Rv3671c inh – inhibits the M. tuberculosis serine protease Rv3671c; P9WHR9; inhibition, % at 5.96 µM; hit rate 0.048% among 320,000; in the data active = inhibition above about 38%;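 note: extracellular domain of Rv3671c used as enzyme; 0% = enzyme with DMSO and 100% = no enzyme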
Target sequence (P9WHR9 whole entry, looked up, the tested form may be a part): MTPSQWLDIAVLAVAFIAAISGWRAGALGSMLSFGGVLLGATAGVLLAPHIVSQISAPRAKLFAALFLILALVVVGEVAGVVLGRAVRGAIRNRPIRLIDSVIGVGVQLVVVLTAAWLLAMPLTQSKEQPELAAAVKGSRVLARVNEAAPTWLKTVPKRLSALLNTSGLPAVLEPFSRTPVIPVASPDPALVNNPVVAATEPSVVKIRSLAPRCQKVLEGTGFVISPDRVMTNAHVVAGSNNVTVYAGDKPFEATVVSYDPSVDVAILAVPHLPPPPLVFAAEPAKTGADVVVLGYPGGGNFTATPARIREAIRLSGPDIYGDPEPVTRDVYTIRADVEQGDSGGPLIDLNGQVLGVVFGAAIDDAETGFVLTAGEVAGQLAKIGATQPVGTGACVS
TcdB GH inh – TcdB glycohydrolase inhibition; P18177; TcdB glycohydrolase enzymatic assay, plate reader; inhibition, % at 9.99 µM; hit rate 0.24% among 350,000; AID 652162; in the data active = inhibition above about 10%
Yp Topo-I inh – blocks Yersinia pestis topoisomerase I activity; AID 504884; activity, % at 10 µM; Y. pestis Topo-I cleavage product accumulation, plate reader; hit rate 0.064% among 360,000; in the data active = activity above about 50%, passing the limit was not always enough; note: inactives centre near 2
VHR inh abs – inhibitors of human VHR1 phosphatase (DUSP3); P51452; recombinant VHR phosphatase, pNPP absorbance; inhibition, % at 13.3 µM; hit rate 0.52% among 290,000; AID 1654; in the data active = inhibition above about 50%; note: some compounds called inactive have numbers as strong as hits
Target sequence (P51452 whole entry, looked up): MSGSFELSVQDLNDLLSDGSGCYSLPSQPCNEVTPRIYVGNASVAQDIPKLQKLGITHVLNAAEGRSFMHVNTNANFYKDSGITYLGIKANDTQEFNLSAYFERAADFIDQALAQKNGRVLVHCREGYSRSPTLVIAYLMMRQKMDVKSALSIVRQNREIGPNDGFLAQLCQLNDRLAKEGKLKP
PriA SSB inh – K. pneumoniae PriA-SSBct interaction inhibition; hit rate 0.6% among 430,000; inhibition, % at 33 µM; AlphaScreen SSBct-PriA binding, biotinylated peptide; in the data active = inhibition mostly above about 37%, no sharp cut-off; inactive = mostly below about 20%;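 note: plate controls were negative control peptide for no effect and reference peptide for full effect; strong numbers were not always called active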
3CLpro inhibitor – SARS-CoV 3CLpro protease inhibition; inhibition, % at 6 µM; hit rate 0.14% among 290,000; P0C6X7; AID 1706; recombinant SARS-CoV 3CLpro, quenched FRET peptide cleavage; in the data active = inhibition above about 12%
Active calls of the source: *; i = inactive; nt = not tested or not shown; & = joins results of further samples. The list is partial (hit frequency here may not be typical).

Start of the data: the first 15 entries as a preview:
SMILES	Vc quorum ag	Anthrax LF prot	PfHsp40 rescue	MazF activator	Rv3671c inh	TcdB GH inh	Yp Topo-I inh	VHR inh abs	PriA SSB inh	3CLpro inhibitor
C[C@@H]1CCCCO[C@H](CN(C)C(=O)Nc2cccc3ccccc23)[C@@H](C)CN([C@H](C)CO)C(=O)c2cc(NC(=O)c3ccccc3)ccc2O1	-1.1	-3	nt	-21	nt	-1.2&-1.2	36	nt	nt	nt
CN(C(=O)/C(N=Nc1cccc(C(F)(F)F)c1)=C(\O)C(F)(F)F)c1ccccc1	4.2	-1	1.8	1	0	nt	11	-1	nt	5
COc1ccc2cc(CCNC(=O)C(C)C)c(=O)[nH]c2c1	-0.3	-7	-0.6	13	8	1.7	-4	28	-14	-1
Cc1ccc(C)c(OCCCC(=O)O)c1	-2.6	6	1.7	-1	-10	nt	-11	-18	-5	0
Cc1csc(=O)n1CCC(=O)OC(C)C(=O)NCc1ccccc1 (centres undefined)	-1.3	3	7.9	-8	-1	1.8	1	nt	-3	nt
CC(C)N(C(=O)C1CC(=O)OC12CCCCC2)C(C)C (centres undefined)	-0.2	-5	-0.1	3	2	nt	-4	-2	-7	-2
CC[C@@H](C)[C@H](NC(=O)OCc1ccccc1)c1nnc([C@@H](NC(=O)OCc2ccccc2)[C@@H](C)CC)o1	i	-7	0.9	2	-1	1.1	26	4	-6	nt
CCOc1ccc(CN2CCC(n3nccc3NC(=O)CCCc3ccccc3)CC2)cc1	-0.7	-2	-1.9	-12	-1	-0.1	-5	-31	-3	1
CCC1CCCCN1CCCNC(=O)C1CCN(S(=O)(=O)N2CCC3(CC2)OCCO3)CC1 (centres undefined)	i	2	-0.8	5	-5	-0.4	-1	2	-5	-5
C=CCNc1nc(Cl)nc(Nc2cc(Cl)ccc2OC)n1	9.8	-13	-1.2	58*	nt	0.3	6	5	-3	5
Cc1ccc(C(=O)CCNc2ccc(F)c(Cl)c2)o1	-0.6	-2	-1.6	3	2	nt	-1	29	-1	-4
CCOc1cc2[nH]c(=S)n(Cc3ccc(C(=O)NCC(OC)OC)cc3)c(=O)c2cc1OCC	nt	-8	0.8	3	5	nt	9	10	-12	0
Cc1cc2cc(C#N)c(NCCNC(=S)NCCCN3CCOCC3)nc2cc1C	i	0	-0.4	3	-3	1.2	2	60*	1	10
COc1cc(C(Nc2ccc(S(=O)(=O)NCC3CCCO3)cc2)C(=O)NC(C)(C)C)cc(OC)c1OC (centres undefined)	-0.2	-3	0.6	7	5	0.1	5	21	1	4
COc1c2c(nc3occc13)C(CC=C(C)C)(OC)C(O)CC2 (centres undefined)	i	-4	-0.2	5	9	nt	9	26	-8	-4

The listing, repeating the preview:
SMILES	Vc quorum ag	Anthrax LF prot	PfHsp40 rescue	MazF activator	Rv3671c inh	TcdB GH inh	Yp Topo-I inh	VHR inh abs	PriA SSB inh	3CLpro inhibitor
C[C@@H]1CCCCO[C@H](CN(C)C(=O)Nc2cccc3ccccc23)[C@@H](C)CN([C@H](C)CO)C(=O)c2cc(NC(=O)c3ccccc3)ccc2O1	-1.1	-3	nt	-21	nt	-1.2&-1.2	36	nt	nt	nt
CN(C(=O)/C(N=Nc1cccc(C(F)(F)F)c1)=C(\O)C(F)(F)F)c1ccccc1	4.2	-1	1.8	1	0	nt	11	-1	nt	5
COc1ccc2cc(CCNC(=O)C(C)C)c(=O)[nH]c2c1	-0.3	-7	-0.6	13	8	1.7	-4	28	-14	-1
Cc1ccc(C)c(OCCCC(=O)O)c1	-2.6	6	1.7	-1	-10	nt	-11	-18	-5	0
Cc1csc(=O)n1CCC(=O)OC(C)C(=O)NCc1ccccc1 (centres undefined)	-1.3	3	7.9	-8	-1	1.8	1	nt	-3	nt
CC(C)N(C(=O)C1CC(=O)OC12CCCCC2)C(C)C (centres undefined)	-0.2	-5	-0.1	3	2	nt	-4	-2	-7	-2
CC[C@@H](C)[C@H](NC(=O)OCc1ccccc1)c1nnc([C@@H](NC(=O)OCc2ccccc2)[C@@H](C)CC)o1	i	-7	0.9	2	-1	1.1	26	4	-6	nt
CCOc1ccc(CN2CCC(n3nccc3NC(=O)CCCc3ccccc3)CC2)cc1	-0.7	-2	-1.9	-12	-1	-0.1	-5	-31	-3	1
CCC1CCCCN1CCCNC(=O)C1CCN(S(=O)(=O)N2CCC3(CC2)OCCO3)CC1 (centres undefined)	i	2	-0.8	5	-5	-0.4	-1	2	-5	-5
C=CCNc1nc(Cl)nc(Nc2cc(Cl)ccc2OC)n1	9.8	-13	-1.2	58*	nt	0.3	6	5	-3	5

Just Vc quorum ag and Rv3671c inh (2 entries from above):
mol	Vc quorum ag	Rv3671c inh
Cc1ccc(C)c(OCCCC(=O)O)c1	-2.6	-10
Cc1csc(=O)n1CCC(=O)OC(C)C(=O)NCc1ccccc1 (centres undefined)	-1.3	-1

The list goes on.
SMILES	Vc quorum ag	Anthrax LF prot	PfHsp40 rescue	MazF activator	Rv3671c inh	TcdB GH inh	Yp Topo-I inh	VHR inh abs	PriA SSB inh	3CLpro inhibitor
Cc1ccc(C(=O)CCNc2ccc(F)c(Cl)c2)o1	-0.6	-2	-1.6	3	2	nt	-1	29	-1	-4
CCOc1cc2[nH]c(=S)n(Cc3ccc(C(=O)NCC(OC)OC)cc3)c(=O)c2cc1OCC	nt	-8	0.8	3	5	nt	9	10	-12	0
Cc1cc2cc(C#N)c(NCCNC(=S)NCCCN3CCOCC3)nc2cc1C	i	0	-0.4	3	-3	1.2	2	60*	1	10
COc1cc(C(Nc2ccc(S(=O)(=O)NCC3CCCO3)cc2)C(=O)NC(C)(C)C)cc(OC)c1OC (centres undefined)	-0.2	-3	0.6	7	5	0.1	5	21	1	4
COc1c2c(nc3occc13)C(CC=C(C)C)(OC)C(O)CC2 (centres undefined)	i	-4	-0.2	5	9	nt	9	26	-8	-4
S=C(c1cn(Cc2ccccc2)c2ccccc12)N1CCOCC1	i	2	-0.7	0	-4	17*	9	-6	11	1
Cc1nn(C(=O)c2ccco2)c(C)c1CN1C(=O)c2ccccc2C1=O	i	-1	1.0	6	-10	nt	7	-2	-2	6
O=S(=O)(NC1CC1)c1ccc(S(=O)(=O)N2CCC3(CC2)OCCO3)cc1	i	-6	-0.8	5	-6	-0.4	-8	11	6	-1
O=C(CNS(=O)(=O)c1cccc(Cl)c1)Nc1ccc(-c2nc3ccccc3s2)cc1	-0.3	-1	-0.5	3	-61	nt	1	-2	1&-9	6
CC(C)c1oc(=O)cc2c1[C@@H](O)[C@H]1OC(=O)[C@@]3(C)C[C@@H](O)[C@@H](O)[C@@]2(C)C13 (some centres undefined)	-0.8	-4	0.6	10	-7	0.1	-3	16	-4	4
COCCn1c(SCC(=O)Nc2cccc(OC)c2)nnc1-c1ccccc1	6.2	0	0.5	1	-1	1.1	-5	-1	8	2
Cc1ccccc1OCCNC(=O)CSc1ccc(C(F)(F)F)cc1[N+](=O)[O-]	-0.2	2	7.7	-12	-8	1.3	15	3	-13	5
Cn1cc(CN2CCC(n3nccc3NC(=O)c3ccccc3Cl)CC2)c2ccccc21	i	-4	-1.0	-30	3	-0.1	5	-22	14	-9
CC(C)N(Cc1nc(-c2ccccc2)no1)C(=O)c1ccc([N+](=O)[O-])cc1	i	0	1.7	-5	7	2.2	-3	11	3	5
COc1ccc(NC(=O)/C=C/C(=O)O)c([N+](=O)[O-])c1	-0.5	nt	9.0	4	3	-1.7	5	9	7	5
O=C(O)CSc1nnc(Cc2ccccc2)n1-c1ccccc1	-2.0	0	-0.1	-4	2	nt	3	15	-13	-4
CCc1ccc(C(C)NC(=O)C2CCCC2)cc1 (centres undefined)	-0.4	-4	-3.0	8	-8	0.3	-14	21	-7	4
Nc1nnc(SCC(=O)OCc2ccc(Cl)c(Cl)c2)s1	-1.3	0	-1.1	2	-2	nt	-2	28	-5	7
CC(NC(=O)COC(=O)CN1C(=O)NC2(CCCC2)C1=O)c1ccc(F)cc1 (centres undefined)	i	0	0.2	3	nt	3.3	-6	nt	-12	nt
Cc1ccc(NC(=O)c2nc[nH]c2C(=O)N2CCOCC2)c(C(=O)c2ccccc2)c1	-0.4	2	-0.3	1	-3	1.0	9	8	-2	-5
COc1ccc2[nH]c3c(=O)n4c(nc3c2c1)SCC4	i	4	0.5	5	-15	2.6	-1	-2	-7	0
O=c1cc(-c2ccccc2)[nH]c2cc(F)ccc12	-0.8	-6	0.1	4	1	1.6	-1	0	-3	2
COc1ccc(OC)c(-n2c(-c3cc(-c4ccccc4)n[nH]3)n[nH]c2=S)c1	-0.3	-2	-0.2	3	6	nt	-6	-7	1	1
CCOc1ccc(-c2[nH]ncc2-c2ccc(Cl)cc2)c(O)c1	i	-7	-0.8	-19	5	1.4	3	-5	-7	10
COc1ccc(NC(=O)CN2CCN(C(C)=O)CC2)cc1S(=O)(=O)N1CCOCC1	0.7	4	0.5	6	1	3.9	-7	nt	-18	nt
Cc1ccc(C(=O)NCCc2ccccc2)cc1N1CCCC1=O	2.7	2	-0.2	3	1	nt	0	2	-24	1
CCCCC(c1nnnn1CCOC)N1CCN(CC)CC1 (centres undefined)	i	4	1.2	-12	-5	nt	4	18	-37	2
C=C(C)C(=O)N1CC2(CC(c3cccc(NC(=O)CCCCC)c3)=NO2)C[C@H]1C(N)=O (some centres undefined)	1.0	-1	-0.2	1	1	0.4	-2	11	-10	nt
CCC1=[N+](CC(=O)c2ccc(Br)cc2)CCn2c(C)ccc21	-0.6	-2	0.2	4	-2	1.1	-5	37	-15	-5
O=C(Cc1ccc([N+](=O)[O-])cc1)N/N=C/c1cccnc1	-0.5	5	-2.2	-5	1	1.5	3	nt	nt	nt
Cc1ccc(CNC(=O)C2CCCN(c3nc(C)cc(C)n3)C2)cc1 (centres undefined)	i	-4	-1.9	-8	2	0.6	-6	36	-10	-6
CCOC(=O)/C=C1/SCC(=O)N1CCOc1cccc(Br)c1	0.1	-9	-0.9	-4	nt	2.8	29	nt	-14	nt
CCCOc1ccc(-c2nnn(CC(=O)c3ccc4c(c3)OCCO4)n2)cc1	-5.0	1	0.8	-27	-7	1.1	3	21	-16	2
Cc1cnn(C(=O)c2cc(-c3ccccc3)nc3ccccc23)c1	-0.4	1	-0.9	3	3	nt	-1	18	-15	-2

Screening results as filed in PubChem.
